AmpC inh no detg = inhibitors of E. coli AmpC beta-lactamase without detergent. P00811. AmpC nitrocefin hydrolysis, absorbance 480 nm, 0.0001% Triton. Potency, µM (highest dose often 57.1 µM), without a hit: at the highest dose activity change, negative = inhibition, usual class: inhibitors. 330,000 tested, 0.52% active;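 also: potency is read from the fitted curve at half-maximal effect; plate controls were no compound for no effect and no enzyme for full effect; nearly all actives have a fitted effect of over 20% in size; some results filed as inactive show a strong effect at the top dose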
Target sequence (P00811 whole entry, looked up): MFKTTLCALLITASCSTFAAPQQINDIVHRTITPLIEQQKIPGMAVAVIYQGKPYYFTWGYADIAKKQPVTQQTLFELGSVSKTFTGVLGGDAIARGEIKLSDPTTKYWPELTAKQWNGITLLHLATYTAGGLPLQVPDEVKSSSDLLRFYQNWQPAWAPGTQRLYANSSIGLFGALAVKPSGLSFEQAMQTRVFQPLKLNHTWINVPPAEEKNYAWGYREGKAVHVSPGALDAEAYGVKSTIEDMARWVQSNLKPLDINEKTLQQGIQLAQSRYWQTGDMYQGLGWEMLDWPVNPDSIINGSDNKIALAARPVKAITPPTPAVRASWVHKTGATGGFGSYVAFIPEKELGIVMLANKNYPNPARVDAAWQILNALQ
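AmpC (5.3 nM in the dispensed reagent) in 20 mM phosphate pH 7.0 with 0.01% (detergent screen) or 0.0001% Triton X-100 was preincubated with compounds for 15 min at room temperature. Nitrocefin was then added from an 800 uM solution, and hydrolysis was followed at 480 nm.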
AMA1-RON2 inh = AMA1-RON2 (P. falciparum) interaction inhibition | 360,000 tested, 0.2% active | Potency, µM (highest dose often 58.2 µM), inactives show at the top dose activity change, negative = inhibition, usual class: inhibitors | AlphaScreen AMA1-biotinylated RON2 peptide binding | AID 720542;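 also: potency is read from the fitted curve at half-maximal effect; 0% = vehicle wells and -100% = peptide control; nearly all actives have a fitted effect of over 45% in size; some results filed as inactive show a strong effect at the top dose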
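AMA1 (3D7) with his tag at 25 nM final met compounds first, then biotinylated RON2 peptide at 25 nM; detection used donor plus acceptor beads, 10 µg/mL apiece, read by AlphaScreen after 30 min at room temperature.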
Sm TGR inh = S. mansoni TGR enzyme inhibition; Potency, µM (series often up to 114 µM), for inactives: top-dose activity change, negative = inhibition, most hits filed as inhibitors; Q962Y6; 360,000 tested, 3% active; purified TGR, DTNB reduction, TNB absorbance 405 nm; AID 485364; also: potency is read from the fitted curve at half-maximal effect; nearly all actives have a fitted effect of over 60% in size
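TGR 20 nM + NADPH 100 uM (dispensed conc.), cpd preinc 15 min RT; start with NADPH (500 uM addition) then DTNB (15 mM addition). Kinetic TNB absorbance, 405 nm filter. Four-parameter Hill fit across titration.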
HCMV inh = human cytomegalovirus inhibition. HFF cells, HCMV-luciferase reporter, 72 h; hits give low values. activity change, negative = inhibition, % at 57.5 µM. 410,000 tested, 4.5% active. AID 1259415; in the data active = activity change below about -60%; inconclusive = no clear call, values can overlap the other calls; inactive = above about -39%
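Compounds were evaluated in HFFs infected with an HCMV luciferase reporter virus (MOI 1 PFU/cell). Luciferase in lysates collected 72 h post infection served as the replication measure.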
FBPA Giardia inh = Giardia lamblia aldolase inhibition; A8B2U2; purified Giardia FBPA; Potency, µM (series often up to 59.6 µM), inactives show at the highest dose activity, negative = inhibition, hits mostly inhibitors; 290,000 tested, 0.71% active; AID 2451; also: potency is read from the fitted curve at half-maximal effect; nearly all actives have a fitted effect of over 55% in size
Target sequence (A8B2U2 whole entry, looked up): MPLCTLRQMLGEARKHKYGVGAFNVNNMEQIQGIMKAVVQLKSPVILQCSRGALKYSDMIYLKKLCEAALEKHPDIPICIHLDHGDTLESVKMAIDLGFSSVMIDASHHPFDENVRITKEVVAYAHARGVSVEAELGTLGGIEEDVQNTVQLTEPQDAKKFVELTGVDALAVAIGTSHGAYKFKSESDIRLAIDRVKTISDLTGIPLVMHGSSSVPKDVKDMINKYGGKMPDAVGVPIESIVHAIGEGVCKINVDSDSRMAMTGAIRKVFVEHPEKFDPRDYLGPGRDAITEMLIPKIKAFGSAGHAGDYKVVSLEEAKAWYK
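Giardia FBPA (40 nM reagent) was preincubated 10 min at RT with compound (up to 57.5 uM final), then substrate plus GAPDH/TPI/NAD/arsenate coupling system with diaphorase/resazurin was added; resorufin fluorescence (525/598 nm) was read after 20 min.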
AmpC detergent = blocks E. coli AmpC beta-lactamase in detergent assay | AmpC hydrolysis of nitrocefin, absorbance 480 nm, 0.01% Triton | Potency, µM (highest dose often 114 µM), without a hit: at the top dose activity change, negative = inhibition, actives largely listed as inhibitors | 370,000 tested, 0.041% active | AID 485294;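 also: potency is read from the fitted curve at half-maximal effect; 0% = no-compound wells and -100% = no-enzyme wells; nearly all actives have a fitted effect of over 25% in size; some results filed as inactive show a strong effect at the top dose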
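AmpC (5.3 nM in the dispensed reagent) in 20 mM phosphate pH 7.0 with 0.01% (detergent screen) or 0.0001% Triton X-100 was preincubated with compounds for 15 min at room temperature. Nitrocefin was then added from an 800 uM solution, and hydrolysis was followed at 480 nm.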
Active calls of the source: *; ? = inconclusive; . = no result given; [ ] = remark or other dose. Unless noted, calls follow the shape of the dose curve; as a rule, active = well fitted curve in the direction sought with a large enough effect; inconclusive = small, poorly fitted or top-dose-only effect, or another doubt; inactive = no such curve, though single readings can be large; an effect the other way counts as inactive or inconclusive. Unless noted, % is scaled to controls: 0 for no effect and ±100 for the full control effect.

no.	canonical_smiles	AmpC detergent	HCMV inh	Sm TGR inh	AmpC inh no detg	AMA1-RON2 inh	FBPA Giardia inh
1	O=C(NCC1CCCO1)c1ccc2c(c1)OCO2 (centres undefined)	-3%	48	-27%	1%	5%	0%
2	Cc1ccc(CSCCNC(=O)/C=C/c2ccccc2Cl)cc1	-3%	-18	20%	-20%	-1%	0%
3	COc1ccc2nc(SCC(=O)NC3CC3)c(C#N)cc2c1	-1%	45	0%	-13%	-9%	-2%
4	O=C(N/N=C\c1c(O)ccc2ccccc12)c1ccc(S(=O)(=O)N2CCCCC2)cc1	-16%	-103*	-1%	-27%	18%	0%
5	O=C(NCc1ccccc1)c1ccc(Cl)c(NC2=NC3CS(=O)(=O)CC3S2)c1 (centres undefined)	-12%	-1	39%[activator]	-11%	2%	3%
6	CC(C)[C@H](NC(=O)c1ccco1)C(=O)OCC(=O)N1CC(=O)Nc2ccccc21	9%	?	?	-4%	0%	1%
7	COc1cc(C(=O)OCCCOC(=O)c2cc(OC)c(OC)c(OC)c2)cc(OC)c1OC	6%	22	7%	-7%	2%	10%
8	CCOC(=O)c1sc2ccccc2c1OC(=O)c1ccccc1	0%	2	3%	-24%	18%	12%
9	O=S1(=O)CCN(Cc2ccccc2Cl)CC1	-5%	16	9%	-4%	-14%	4%
10	CC(C)CCCN1C(Nc2ccccc2)=NC[C@@H]1CC(C)C	-8%	45	5%	12%	-7%	-4%

From compound 7 as far as 10, as listed above:
no.	canonical_smiles	AmpC detergent	HCMV inh	Sm TGR inh	AmpC inh no detg	AMA1-RON2 inh	FBPA Giardia inh
7	COc1cc(C(=O)OCCCOC(=O)c2cc(OC)c(OC)c(OC)c2)cc(OC)c1OC	6%	22	7%	-7%	2%	10%
8	CCOC(=O)c1sc2ccccc2c1OC(=O)c1ccccc1	0%	2	3%	-24%	18%	12%
9	O=S1(=O)CCN(Cc2ccccc2Cl)CC1	-5%	16	9%	-4%	-14%	4%
10	CC(C)CCCN1C(Nc2ccccc2)=NC[C@@H]1CC(C)C	-8%	45	5%	12%	-7%	-4%

(further entries)
no.	canonical_smiles	AmpC detergent	HCMV inh	Sm TGR inh	AmpC inh no detg	AMA1-RON2 inh	FBPA Giardia inh
11	CSc1ccc(NC(=O)N2CCN(c3nc4ccccc4s3)CC2)cc1	2%	-12	0%	-7%	-7%	4%
12	COc1ccc(C(=O)Nc2ccc(OC)c(OC)c2)cc1	-15%	44	-20%	-11%	-3%	-10%
13	N#Cc1ccc2ccn(CC(=O)N3CCCc4ccccc43)c2c1	-9%	20	4%	?	-9%	?
14	COc1ccc(C2C(C(C)=O)=C(O)C(=O)N2c2ccc(Br)cn2)cc1 (centres undefined)	-7%	26	-24%	-22%	-3%	3%
15	Cc1c(O)nc(SCC(=O)Nc2ccc3c4c(cccc24)CC3)n(-c2ccccc2)c1=O	-2%	14	-11%	35µM*	8%	2%
16	COc1ccccc1C(=O)COC(=O)C1(C)CC1(Cl)Cl (centres undefined)	.	-11	.	-31%	19%	.
17	O=C(/C=C/c1ccco1)Nc1cccnc1Cl	4%	-8	5.6µM*	-8%	-8%	-20%
18	Cc1cc(NC(=O)C2CC(c3ccc(F)cc3)=NO2)n(-c2ccccc2)n1 (centres undefined)	2%	-11	-2%	-4%	2%	3%
19	CC(C)(C)[C@H]1C=C(C(N)=O)O[C@@H](OCCCCO)C1	5%	-34	7%	16%	24%	-29%
20	CCCCCC(=O)NCc1c(C(F)(F)F)nn(C)c1N1CCOCC1	7%	?	?	-6%	15%	-1%
21	COc1ccc(/C=C(/NC(=O)c2ccc(Br)cc2)C(=O)N2CCOCC2)cc1	2%	20	0%	22%	15%	.
22	Cc1[nH]n(-c2ccccc2)c(=O)c1C(C[N+](=O)[O-])c1ccc(Cl)cc1 (centres undefined)	0%	?	1.6µM*	-30%	-19%	?
23	COc1ccccc1-n1c(SCC(=O)O)nc2c(sc(=S)n2-c2ccc(C)c(C)c2)c1=O	3%	-37	-3%	-21%	-2%	-12%
24	Cc1cc(C(=O)CN2C(=O)c3ccccc3S2(=O)=O)c(C)n1-c1ccccc1	2%	-89*	3%	-36%	-8%	-2%
25	CCOC(=O)C1(Cc2cccc(Cl)c2)CCCN(C(=O)c2ccc(C)nc2)C1 (centres undefined)	5%	?	16%	103%[activator]	3%	1%
26	CCOc1ccccc1NC(=O)CCC(=O)O	-6%	-16	9%	-20%	19%	4%
27	CCOc1ccc(C(=O)NC(C)C2COc3ccccc3O2)cc1 (centres undefined)	?	31	0%	-20%	-8%	0%
28	CCc1ccc(NC(=O)N2CCN(c3ccc(F)cc3)CC2)cc1	9%	?	1%	-1%	6%	-1%
29	CCOCCCNC(=O)C1CCN(Cc2ccc(OCc3ccccc3)c(OC)c2)CC1	-9%	-13	3%	37%	-10%	.
30	Nc1n[nH]c2cc(=O)n(-c3cccc(C(F)(F)F)c3)nc12	5%	?	22µM*	-11%	49%[activator]	4%
31	Cc1ccc(CN(C(=O)COc2ccccc2Cl)c2ccccn2)o1	23%	73	40µM*	.	.	.
32	CCOC(=O)c1c(N)sc(C(=O)N(CC)CC)c1C	5%	-12	8%	-6%	-4%	3%
33	CCCCNC(=O)COC(=O)c1ccc(NS(=O)(=O)c2ccc3c(c2)OCCO3)cc1	?	37	4%	-55%	0%	16%
34	O=c1c2ccccc2cnn1-c1ccc2ccccc2c1	-6%	45	-5%	-23%	8%	0%
35	Cc1cc(C)cc(NC(=O)CSc2c(C(C)C)cnc3c2c(=O)n(C)c(=O)n3C)c1	-5%	3	0%	.	.	.
36	Cc1ccc(S(=O)(=O)NCC2CCC(C(=O)NCCCN3CCCC3=O)CC2)cc1 (centres undefined)	?	-62*	-2%	30%	-12%	.
37	CC1(CCc2ccccc2)NC(=O)N(Cc2nnc(-c3ccccc3Br)o2)C1=O (centres undefined)	-13%	-16	0%	29%	-3%	0%
38	CCOC(=O)C1CCN(C(=O)C(CCSC)NC(=O)COc2ccccc2)CC1 (centres undefined)	-4%	-24	-1%	9%	-1%	.
39	Cc1ccc(CS(=O)(=O)CCC(=O)NCCCN2CCCC2)cc1	0%	-14	0%	18%	-4%	?
40	Cc1cc(C)cc(OCC(=O)Nc2ccccc2C(=O)N2CCOCC2)c1	-5%	?	-8%	33%	9%	.
41	CCOC(=O)c1ccc(NS(=O)(=O)CC)cc1	-11%	9	0%	-15%	2%	6%
42	O=C(N/N=C/C=N/NC(=O)c1ccco1)c1ccco1	-1%	11	-1%	-39%	39%[activator]	.
43	O=C(NCCN=C1NS(=O)(=O)c2ccccc21)c1ccco1	2%	34	9%	-16%	4%	4%
44	Cn1c(N)c(C(=O)COC(=O)c2ccccc2C(=O)c2ccccc2)c(=O)n(C)c1=O	-5%	0	-17%	103%[activator]	10%	.
45	O=C(c1ccc2c(Cl)c3c(nc2c1)CCCC3)N1CCC(N2CCCCC2)CC1	?	-60*	-12%	85%[activator]	4%	5%
46	COc1ccc(CNC(=O)c2ccc(CS(=O)(=O)c3ccccc3OC)o2)cc1	6%	-23	9%	.	.	.
47	Cc1ccccc1CSCCNC(=O)c1ccccc1	-5%	-10	-1%	-16%	0%	0%
48	Cn1c(SCc2cccc(F)c2)nnc1-c1ccccn1	0%	-7	?	-14%	-19%	-1%
49	CCOC(=O)c1sc2nc(C)nc(N3CCN(S(=O)(=O)c4ccccc4)CC3)c2c1C	.	-34	.	-22%	89%[activator]	.
50	O=C(COc1ncnc2cc([N+](=O)[O-])ccc12)N(CCc1ccccc1)Cc1ccccc1	-3%	-6	-1%	-35%	7%[2.32 µM]	-5%
51	O=C(NCCCCCCNC(=O)N1CCCCCC1)N1CCCCCC1	2%	-15	-3%	42%	-3%	4%
52	CC(C)Cc1nn2c(=O)cc(COc3ccc(NC(=O)c4ccco4)cc3)nc2s1	-5%	-16	-19%	-7%	1%	.
53	COc1cc(Cl)c(C)cc1NC(c1ccccc1)c1nnc(-c2ccccc2Cl)o1 (centres undefined)	15%	106	5%	.	.	.
54	Cc1ccc(Oc2nc3ccccc3n3c(C)nnc23)c(C)c1	3%	-15	-19%	-25%	0%	5%
55	CN(c1ccccc1)S(=O)(=O)c1cccc(NC(=O)CN2C(=O)NC3(CCCCC3)C2=O)c1	-7%	4	4%	-46%	-4%	.
56	O=C(NC(=S)Nc1ccccc1N1CCCC1)c1ccco1	-4%	-13	?	-32%	-11%	14µM*
57	O=C(COC(=O)c1ccc2ccccc2c1O)NCc1ccccc1	-2%	44	-8%	-9%	1%	.
58	COc1ccc(NC(=O)c2cccc(-n3c(C)ccc3C)c2)c(OC)c1	-2%	?	-34%	?	-17%	-1%
59	Cc1sc2nc(COC(=O)c3ccc(N4CCCC(C)C4)c([N+](=O)[O-])c3)[nH]c(=O)c2c1C (centres undefined)	-6%	-22	-8%	?	-26%	3%
60	COc1ccc(-n2c(Cc3cccn3C)nnc2SCC(=O)Nc2cc(C)cc(C)c2)cc1	?	2	-31%	92%[activator]	-2%	-6%

Following part.
no.	canonical_smiles	AmpC detergent	HCMV inh	Sm TGR inh	AmpC inh no detg	AMA1-RON2 inh	FBPA Giardia inh
61	CC(C)CN1C(=O)C(=O)N(CC(=O)c2ccc3c(c2)OCO3)C1=O	-9%	6	-3%	2%	-1%	.
62	CCOc1ccc(-c2ccc(SCc3ccccn3)nn2)cc1	?	-21	-2%	0%	-16%	2%
63	O=C(O)C1=C[C@H](c2cccs2)C[C@H](OCCCCO)O1	7%	-11	40µM*	-11%	55%[activator]	-5%
64	O=c1c2ccccc2nc(SCc2ccccc2)n1CC1CCCO1 (centres undefined)	-2%	-20	4%	15%	17%	1%
65	COc1ccc(C)cc1NS(=O)(=O)c1ccc2c(c1)NC(=O)C(C)S2 (centres undefined)	6%	-77*	-2%	-11%	-1%	-23%
66	Fc1ccc(-c2nnc(CN3CCN(c4ncc(C(F)(F)F)cc4Cl)CC3)o2)cc1	0%	-16	-22%	-3%	2%	1%
67	COc1ccc2oc(-c3ccc(C)c(NC(=O)c4ccc5c(c4)OCCO5)c3)nc2c1	-3%	122	1%	.	.	.
68	CCn1cc(C(=O)OCC(=O)Nc2cc(Cl)ccc2OC)c(=O)c2ccc(C)nc21	20%	5	?	.	.	.
69	C=CCN1CCN(C(c2ccc(OC)c(OC)c2)c2nnnn2C(C)(C)C)CC1 (centres undefined)	1%	0	0%	17%	4%	-29%
70	CC(=O)c1cccc(N/C=C\C(=O)c2ccc(C)cc2)c1	0%	103	1%	-13%	-11%[11.6 µM]	-19%
71	CCn1c(SCC(=O)c2[nH]c(C)c(C(C)=O)c2C)nnc1-c1ccncc1	-2%	5	-10%	-13%	-4%	-20%
72	Cc1ccc(-c2noc(-c3nnn(CC(=O)Nc4ccc(C)cc4Cl)c3N)n2)cc1	1%	-3	-1%	.	.	.
73	Cc1ccccc1OCCOCCN1CCCCCC1	?	?	-6%	1%	7%	-18%
74	O=C(NCc1cccs1)c1cnc2sccn2c1=O	?	26	2%	-1%	0%	4%

Screens: PubChem BioAssay, National Center for Advancing Translational Sciences (NCATS)

Rows were taken by chance (roughly 7.8% active in at least one column).
